From PubChem BioAssay
MsrA inhibitor – bovine MsrA inhibition; purified bovine MsrA, absorbance read-out; inhibition, % at 15.5 µM; 360,000 compounds, 0.75% hits; in the data active = inhibition above about 4.5%;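 also: 0% = vehicle wells with enzyme and 100% = reference inhibitor wells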
E coli Lon inh – E. coli protease La inhibition | 360,000 compounds, 0.42% hits | purified E. coli Lon protease, fluorescence polarization | AID 602123 | inhibition, % at 7.94 µM; in the data active = inhibition above about 13%, passing the limit was not always enough;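 also: 0% = enzyme with probe and DMSO and 100% = no enzyme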
MsrA act – activators of bovine methionine sulfoxide reductase A. AID 602163. 360,000 compounds, 0.3% hits. activation, % at 10.6 µM. purified bovine MsrA, absorbance read-out; in the data active = activation above about 7.5%;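 also: 0% = vehicle and 100% = reference activator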
PABP1 MLLE inh – blocks PAM2 peptide binding to the PABP1 MLLE domain. GST-MLLE / FITC-PAM2 fluorescence polarization. AID 588489. 360,000 compounds, 0.36% hits. inhibition, % at 20 µM; in the data active = inhibition above about 35%, passing the limit was not always enough;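 also: plate controls were DMSO wells with GST-MLLE for no effect and wells lacking GST-MLLE protein for full effect; some results filed as inactive read as strong as hits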
SKN-1 block – C. elegans SKN-1 inhibition; inhibition, % at 21.8 µM; C. elegans VP596 Pgst-4::GFP/RFP ratio, acrylamide-induced, 24 h; 360,000 compounds, 0.49% hits;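 active = interference check ratio from 0.5 to 1.5 plus GFP to RFP signal ratio inhibition reaching or exceeding a fixed threshold, cut at about 30% in these data, passing the limit was not always enough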; also: some compounds called inactive have numbers as strong as hits
MT1-MMP act inh – inhibitors of human MT1-MMP activation; 360,000 compounds, 0.061% hits; AID 651647; HT1080 RFP-PRO-GFP cells, GFP/RFP ratio fluorescence, overnight; percent of plate control window, DMSO zero; P50281; GFP/RFP ratio change, % at 20 µM;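 active = GFP/RFP ratio change of at least 30% with cell ATP level not reduced by more than half and red fluorescence within 50% of control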; also: strong numbers were not always called active
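system = RFP-PRO-GFP reporter HT1080 cells | dosing = 20 µM single dose, 1% DMSO | timing = overnight cell settling, then overnight compound exposure, 37 °C, 5% CO2 | read-out basis = GFP/RFP fluorescence ratio | controls = DMSO and RFP-L50D-GFP cell wells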
NRP1-CendR mod – modulators of CendR peptide binding to human neuropilin-1; FAM-RPARPAR peptide binding to NRP-1, fluorescence polarization; inhibition, % at 25 µM; 360,000 compounds, 0.85% hits;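 active = inhibition or corrected inhibition above about 18%, plus a signal ratio from 0.5 to 1.5, limit read from the data, passing the limit was not always enough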; also: strong numbers were not always called active
Target sequence (O14786 whole entry, looked up): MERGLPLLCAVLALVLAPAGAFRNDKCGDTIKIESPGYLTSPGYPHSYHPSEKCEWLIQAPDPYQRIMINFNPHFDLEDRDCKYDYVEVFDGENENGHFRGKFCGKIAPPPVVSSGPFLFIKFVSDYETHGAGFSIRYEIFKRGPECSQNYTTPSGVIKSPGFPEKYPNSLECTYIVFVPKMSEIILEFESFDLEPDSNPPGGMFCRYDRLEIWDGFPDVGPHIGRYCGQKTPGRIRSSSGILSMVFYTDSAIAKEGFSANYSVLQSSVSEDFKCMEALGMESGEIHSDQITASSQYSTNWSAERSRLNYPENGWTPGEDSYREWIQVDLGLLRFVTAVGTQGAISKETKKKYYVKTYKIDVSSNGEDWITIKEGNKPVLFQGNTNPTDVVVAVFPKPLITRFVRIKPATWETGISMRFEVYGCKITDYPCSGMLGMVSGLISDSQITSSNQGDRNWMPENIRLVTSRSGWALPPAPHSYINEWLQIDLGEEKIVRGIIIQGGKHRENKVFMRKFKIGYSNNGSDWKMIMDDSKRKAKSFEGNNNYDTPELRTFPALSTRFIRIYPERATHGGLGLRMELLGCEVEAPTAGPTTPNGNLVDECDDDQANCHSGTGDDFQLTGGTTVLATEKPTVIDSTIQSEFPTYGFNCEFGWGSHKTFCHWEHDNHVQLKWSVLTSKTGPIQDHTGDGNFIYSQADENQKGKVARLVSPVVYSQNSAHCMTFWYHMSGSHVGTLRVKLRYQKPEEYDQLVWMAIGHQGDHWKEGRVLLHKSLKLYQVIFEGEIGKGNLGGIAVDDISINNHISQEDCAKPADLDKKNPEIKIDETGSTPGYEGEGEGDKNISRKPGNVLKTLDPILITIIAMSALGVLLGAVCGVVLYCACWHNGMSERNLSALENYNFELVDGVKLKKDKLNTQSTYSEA
TbMetRS inhib – Trypanosoma brucei MetRS inhibition; purified T. brucei MetRS, ATP depletion, Kinase-Glo luminescence; inhibition, % at 11.9 µM; 360,000 compounds, 0.4% hits; AID 624268;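 active = inhibition above a per-plate cutoff of the control wells' mean inhibition plus 3 SD, cut at about 5.5% in these data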;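 also: 0% = DMSO wells median and 100% = median of wells with control inhibitor compound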
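technique = Kinase-Glo luminescence, ATP depletion format | system = purified MetRS (methionyl-tRNA synthetase) enzyme from Trypanosoma brucei | timing = 15 min preincubation, 2 h reaction, all 25 °C | evaluation = percent inhibition versus plate control medians | dosing = single dose, 11.9 µM final nominal, 0.9% final DMSO | also added = substrates ATP, L-methionine and bulk Escherichia coli tRNA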
FAS TE block – blocks the thioesterase domain of human fatty acid synthase. recombinant FAS-TE, OMFH fluorogenic substrate, fluorescence endpoint. inhibition, % at 15 µM. 360,000 compounds, 0.67% hits;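 active = compounds whose normalised, plate-corrected inhibition of enzyme fluorescence in the single-dose primary screen is 50% or more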;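 also: 0% = DMSO with enzyme and 100% = substrate without enzyme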
* = called active by the depositor.

SMILES	MsrA inhibitor	E coli Lon inh	MsrA act	PABP1 MLLE inh	SKN-1 block	MT1-MMP act inh	NRP1-CendR mod	TbMetRS inhib	FAS TE block
COc1ccc(CN(CC(O)COCc2ccccc2)S(=O)(=O)c2ccccc2Br)cc1 (stereo not drawn)	-0.6	2.9	-5.9	5.8	-13.7	3.7	-17.3	-1.3	22.6
Cc1ccc2occ(/C=N/O)c(=O)c2c1	2.3	-20.1	-5.8	9.9	31.4	0.3	3.0	-0.3	-7.1
Cc1ccccc1N1C(=O)CC2(CCCC2)CC1=O	1.5	-0.9	-4.2	-3.9	-3.5	1.7	-10.8	0.1	-6.2
Cc1cc2nc3n(c2cc1C)CC1CC(C(=O)NCc2cccc(C(F)(F)F)c2)N(C)C31 (stereo not drawn)	1.0	-0.6	-0.3	10.4	14.2	0.0	2.8	-0.3	-4.0
Cc1ccc(C2=Nc3ccccc3NC(C)(c3ccc(C)o3)C2)o1 (stereo not drawn)	0.0	13.9	-1.8	25.1	12.3	-23.0	-7.7	-0.4	-0.9
CCN(C(=O)COC(=O)c1cc(OC)ccc1Br)C1CCS(=O)(=O)C1 (stereo not drawn)	-0.2	-9.7	-8.9	1.6	-14.1	0.1	8.0	-0.2	-11.3
COC(=O)c1ccc(-c2ccc(C(c3c(C)[nH][nH]c3=O)c3c(C)[nH][nH]c3=O)o2)cc1	0.8	1.3	-10.5	0.9	-4.2	1.7	-8.5	-0.7	26.0
O=C(Nc1ccccc1)OCCCCCOC(=O)Nc1ccccc1	1.4	-5.1	-0.2	0.8	0.3	-2.2	-5.7	-0.4	-6.6
O=C(COC(=O)c1ccc2c(c1)OCO2)Nc1ncc(Cl)cc1Cl	0.5	-0.8	-3.0	-3.4	-4.8	0.5	-0.6	-0.3	6.9
Cc1nnc(SCc2cccc([N+](=O)[O-])c2)o1	0.3	0.2	-8.3	-4.6	6.4	1.7	-10.5	-1.1	-4.3
CC(=O)C1C(c2ccc(Cl)cc2)c2c(noc2C)CC1(C)O (stereo not drawn)	-0.3	11.0	-5.0	-3.5	-12.2	3.0	1.3	-1.0	-5.8
COC(=O)CCN1CCc2cc(N=Nc3ccc([N+](=O)[O-])cc3)ccc21	-0.2	1.1	-2.7	1.1	-0.1	12.6	-15.7	-0.2	4.1
CCC(C)OC(=O)C[N+](C)(C)CCOC1CC2CCC1(C)C2(C)C (stereo not drawn)	2.3	10.8	-0.1	0.1	6.0	-3.2	4.3	0.2	1.9
O=C(Nc1cccc(C(F)(F)F)c1)OCCN1CCN(Cc2ccccc2)CCC1=O	-0.7	9.5	0.1	3.2	-5.0	7.1	22.9*	-0.4	4.3
O=c1[nH][nH]cc1C=Nc1ccccc1O	1.8	8.3	-10.9	8.9	-14.2	10.3	9.9	-1.9	-6.1
Cn1c(CCN2CCN(c3ccccn3)CC2)nc2cc(NC(=O)COc3ccccc3)ccc21	0.3	1.2	-0.5	12.7	7.4	0.9	2.3	0.4	0.4
COc1ccc(S(=O)(=O)NCC(c2cccnc2)N2CCN(c3ccc(F)cc3)CC2)cc1C (stereo not drawn)	-0.4	-6.3	-4.2	-3.1	2.4	2.5	-2.5	-0.7	4.8
COCCN(C(=O)CSc1nnc(-c2ccc(C(C)(C)C)cc2)n1N)c1c(N)n(CC(C)C)c(=O)[nH]c1=O	0.3	3.9	-0.3	-132.6	31.9	3.4	-20.0	-0.3	2.4
Nc1ccn([C@@H]2O[C@H](CNC(=O)[C@@H](N)CSCc3ccccc3)[C@@H](O)[C@H]2O)c(=O)n1	0.1	6.2	-6.1	-3.9	-3.4	5.9	-15.3	-1.8	-9.1
Cc1ccc(OCc2cc(C(=O)N3CCc4[nH]cnc4C3c3ccccn3)no2)cc1C (stereo not drawn)	0.2	-10.4	0.4	-6.6	3.0	0.3	1.7	-0.1	-44.8

Part of the list above in order of heavy-atom count, high to low.
SMILES	MsrA inhibitor	E coli Lon inh	MsrA act	PABP1 MLLE inh	SKN-1 block	MT1-MMP act inh	NRP1-CendR mod	TbMetRS inhib	FAS TE block
COCCN(C(=O)CSc1nnc(-c2ccc(C(C)(C)C)cc2)n1N)c1c(N)n(CC(C)C)c(=O)[nH]c1=O	0.3	3.9	-0.3	-132.6	31.9	3.4	-20.0	-0.3	2.4
Cn1c(CCN2CCN(c3ccccn3)CC2)nc2cc(NC(=O)COc3ccccc3)ccc21	0.3	1.2	-0.5	12.7	7.4	0.9	2.3	0.4	0.4
Cc1ccc(OCc2cc(C(=O)N3CCc4[nH]cnc4C3c3ccccn3)no2)cc1C (stereo not drawn)	0.2	-10.4	0.4	-6.6	3.0	0.3	1.7	-0.1	-44.8
O=C(Nc1cccc(C(F)(F)F)c1)OCCN1CCN(Cc2ccccc2)CCC1=O	-0.7	9.5	0.1	3.2	-5.0	7.1	22.9*	-0.4	4.3
Nc1ccn([C@@H]2O[C@H](CNC(=O)[C@@H](N)CSCc3ccccc3)[C@@H](O)[C@H]2O)c(=O)n1	0.1	6.2	-6.1	-3.9	-3.4	5.9	-15.3	-1.8	-9.1
COC(=O)CCN1CCc2cc(N=Nc3ccc([N+](=O)[O-])cc3)ccc21	-0.2	1.1	-2.7	1.1	-0.1	12.6	-15.7	-0.2	4.1
O=C(COC(=O)c1ccc2c(c1)OCO2)Nc1ncc(Cl)cc1Cl	0.5	-0.8	-3.0	-3.4	-4.8	0.5	-0.6	-0.3	6.9
CC(=O)C1C(c2ccc(Cl)cc2)c2c(noc2C)CC1(C)O (stereo not drawn)	-0.3	11.0	-5.0	-3.5	-12.2	3.0	1.3	-1.0	-5.8
Cc1nnc(SCc2cccc([N+](=O)[O-])c2)o1	0.3	0.2	-8.3	-4.6	6.4	1.7	-10.5	-1.1	-4.3

Additional structures.
SMILES	MsrA inhibitor	E coli Lon inh	MsrA act	PABP1 MLLE inh	SKN-1 block	MT1-MMP act inh	NRP1-CendR mod	TbMetRS inhib	FAS TE block
CCCCCCCCCCCCN1[C@@H](CC(=O)O)c2cc(C(F)(F)F)ccc2S1(=O)=O	-0.9	-8.9	-1.4	15.2	-10.8	3.7	-51.0	-0.2	57.6*
Cc1cc(C)n(-c2ccc(C(=O)N3CC(C)OC(C)C3)cc2)n1 (stereo not drawn)	-0.4	-8.2	-3.0	9.9	5.0	-2.2	1.7	-0.4	-3.5
O=C(CSc1nccc(=O)[nH]1)Nc1ccc2ccccc2c1	-1.5	-16.8	-2.6	13.1	2.0	1.4	-14.0	0.5	-1.0
CCOc1ncccc1C(=O)OCC(=O)NC1CC1	-0.5	-6.4	-5.0	7.7	11.5	-0.5	-8.7	-0.6	-7.1
COc1cc(C(=O)NNC(=O)c2cc(C)[nH]n2)cc(OC)c1OC	1.8	0.9	-3.4	0.4	6.8	-2.6	5.3	-0.5	-3.1
COc1ccc(S(=O)(=O)N2CCN(C(=O)c3cc(C)on3)CC2)cc1	-0.5	-1.2	-1.7	15.4	16.4	2.3	-5.9	0.7	-6.0
Cc1ccc(S(=O)(=O)N(Cc2nccn2C)C(C)C)cc1	0.4	-1.4	-1.5	0.3	-0.7	0.8	-12.1	-0.5	-7.1
O=C(CNCc1ccc(Cl)cc1)Nc1ccc(C(=O)N2CCCCCC2)cc1	-0.8	-9.4	-0.6	-0.1	20.1	5.5	12.5	0.5	0.5
COc1ccccc1CNC(=O)c1ccc(NC2=NC3CS(=O)(=O)CC3S2)cc1 (stereo not drawn)	-0.7	5.0	0.8	-122.8	9.4	0.6	2.9	-0.3	-4.9
COC(=O)CS(=O)(=O)c1cccc2cccnc12	0.2	-6.2	-4.7	-11.4	5.8	-0.7	7.7	-0.1	-3.0
Cc1onc(-c2c(Cl)cccc2Cl)c1NC(=O)NN(C)c1ccc([N+](=O)[O-])cn1	3.0	3.8	-7.9	4.5	2.2	0.7	4.8	-1.2	5.9
COCCn1cnnc1SCC(=O)c1ccc(S(=O)(=O)N2CCCC2)cc1	0.0	-7.2	-1.9	5.8	27.4	-6.1	-3.6	0.5	0.0
Cc1cccc(C(=O)NNC(=O)c2ccccc2-n2cccc2)c1	0.1	-9.5	-3.4	2.7	4.4	-5.9	5.7	-1.2	-4.3
c1cc(CSc2nnc(-c3ccc4c(c3)OCO4)o2)ccn1	-1.2	-16.7	-6.3	-31.9	-8.0	-0.6	-5.4	-1.6	-7.3
CC(C)(C)N(Cc1ccccc1)C(=O)c1ccc2c(c1)OCCO2	0.0	5.2	-1.3	-16.2	-13.4	2.7	11.1	-0.8	8.8
CCOC(=O)C(CCc1ccccn1)c1ccccc1 (stereo not drawn)	2.0	-8.3	-6.3	-1.0	-8.7	-2.7	6.3	-0.4	-2.8
CC1(C)Cc2c(cnn2-c2ccccc2)C(=O)/C1=N\NC(=O)c1ccccc1	0.2	1.8	-1.4	9.6	-4.4	2.7	-9.0	-0.6	15.8
CC1=C(C(=O)O)N2C(=O)C(NC(=O)c3ccccc3Cl)C2SC1 (stereo not drawn)	0.3	10.9	-0.5	25.5	3.6	0.0	6.3	-0.2	-2.8
Cc1nc2ccc(NC(=O)c3ccc(Br)o3)cc2s1	0.5	0.9	-1.9	-12.2	9.4	-0.9	-7.2	0.3	-2.6
COc1ccc(/C=C2\SC(=S)N(NC(=O)c3csc4c3CCCC4)C2=O)cc1	1.0	3.3	-9.5	-125.2	-1.6	1.3	1.4	-2.6	14.1
COc1ccccc1C(=O)CN1C(=O)NC2(CCc3ccccc32)C1=O (stereo not drawn)	0.7	-12.7	0.1	-16.6	26.6	-0.8	-32.3	-0.3	-2.8
O=C(CN1CCN(c2ccc(O)cc2)CC1)Nc1ccc2c(c1)OCCO2	-0.5	6.4	0.9	11.9	2.4	-1.1	-4.8	-0.5	-0.2
CCOC(=O)c1ccc(O)c(-n2cc3c(c2-c2ccccc2)c(=O)n(C)c(=O)n3C)c1	-0.3	-4.4	-3.3	-11.5	12.5	5.4	-1.2	-0.5	-6.9
CCOC(=O)C1CCN(C(=O)COc2ccc(Br)cc2C)CC1	0.4	-14.3	-1.4	12.9	-7.4	1.1	-2.5	-0.5	4.5
CN1CCC(=NNC(=O)C(=O)Nc2ccccc2F)CC1	0.3	3.5	-1.6	6.2	-3.9	6.1	-2.0	0.7	-1.3
COc1ccc2[nH]c(=O)c(CN(C(=O)c3cccnc3)c3cc(C)ccc3C)cc2c1	1.3	4.5	-2.1	11.3	-5.9	-5.9	-6.9	1.0	-1.3
COc1cccc(C(=O)OCn2nnc3ccccc3c2=O)c1	-0.6	2.1	-2.3	13.9	9.2	3.8	-0.5	-0.6	9.1
CCOC(=O)c1c(NC(=O)c2cc(CC(C)C)on2)sc(C(C)=O)c1C	1.5	-0.7	-3.9	18.8	13.6	-2.8	9.9	0.5	19.6
C/C(=N\NC(=S)Nc1ccc(F)cc1)C1CC1	-0.6	-5.2	3.0	7.3	10.2	26.4	-6.1	-0.4	-6.2
COc1ccccc1-c1nn(-c2ccccc2)cc1C(=O)NCC(c1ccco1)N1CCCC1 (stereo not drawn)	0.2	-13.4	-9.3	8.1	4.4	3.7	3.2	-0.1	1.7
CCCCc1ncc(CN2CCN(Cc3ccc(C)cc3)C(CCO)C2)[nH]1 (stereo not drawn)	-0.5	-2.3	-6.9	2.3	-12.5	5.8	1.4	-0.8	-8.1
COc1cc(-c2nc3oc4ccccc4c(=O)c3c(=O)n2Cc2ccco2)cc(OC)c1OC	0.8	-9.8	-3.0	-2.3	7.9	2.5	-7.7	-0.8	2.2
